High-throughput results (PubChem)
OXTR potentiate: human OXTR potentiation | P30559 | CHO-OTR cells, Fluo-8 calcium fluorescence, potentiator mode; 0% = oxytocin EC15, 100% = EC100 | activation, % at 3 µM | 320,000 compounds, 0.061% hits | AID 2445;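 active = activation above that plate's cutoff, the mean activation of tested compounds plus 3 SD, cut at about 6.6% in these data, passing the limit was not always enough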;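 note: 100% uses oxytocin at 75 nM as the full agonist control; some results filed as inactive read as strong as hits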
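Assay system: CHO cell line stably expressing human OTR | Also added: Oxytocin at about EC15, sub-maximal agonist stimulus | Times: Compound 6 min at room temperature before oxytocin, 100 s read | Measured by: Fluo-8 intracellular calcium fluorescence, ex 470-495, em 515-575 nm | Controls: EC15 oxytocin alone as 0%, 75 nM oxytocin as 100%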
M18AAP inhibitor: PfM18AAP enzyme inhibition | inhibition, % at 7.35 µM | recombinant PfM18AAP, H-Glu-NHMec fluorogenic cleavage | 290,000 compounds, 1.2% hits;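 active = inhibition above the campaign mean inhibition over all tested compounds plus 3 SD, cut at about 28% in these data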;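 note: 0% = plate median of test compound wells and 100% = 2 mM ZnCl2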
V1R ag counter: counter-screen for oxytocin receptor agonists: human V1a receptor agonists; 320,000 compounds, 0.25% hits; P37288; CHO-V1R cells, Fluo-8 calcium fluorescence, agonist mode; 0% DMSO, 100% 3 nM vasopressin; activation, % at 3 µM;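 active = activation above the mean activation of all tested compounds plus 3 SD, per screening run, cut at about 20% in these data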;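 note: signal is peak over basal fluorescence ratio across a 100 second FLIPR read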
Target sequence (P37288 whole entry, looked up): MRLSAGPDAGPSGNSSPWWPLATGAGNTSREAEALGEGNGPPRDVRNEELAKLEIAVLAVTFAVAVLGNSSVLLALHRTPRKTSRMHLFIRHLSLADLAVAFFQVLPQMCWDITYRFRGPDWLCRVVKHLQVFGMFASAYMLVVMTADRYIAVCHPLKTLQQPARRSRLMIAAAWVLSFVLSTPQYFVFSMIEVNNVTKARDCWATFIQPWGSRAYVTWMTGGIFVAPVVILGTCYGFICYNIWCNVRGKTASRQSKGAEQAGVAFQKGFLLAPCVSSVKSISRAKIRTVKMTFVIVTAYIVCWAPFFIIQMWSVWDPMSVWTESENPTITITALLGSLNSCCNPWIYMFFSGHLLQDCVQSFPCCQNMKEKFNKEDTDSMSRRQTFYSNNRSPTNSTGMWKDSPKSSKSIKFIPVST
GPR7 antagonist: human neuropeptides B/W receptor 1 antagonism; P48145; GPR7-expressing cells, fluorescence antagonist assay; inhibition, % at 4.4 µM; 290,000 compounds, 1.1% hits; AID 1861; in the data active = inhibition above about 16%, passing the limit was not always enough;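 note: cells stimulated with the agonist NPW; 0% = agonist with vehicle and 100% = vehicle without agonist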
NALP1 inh: NALP1 inhibition; 280,000 compounds, 0.61% hits; S. cerevisiae NALP1/ASC/caspase-1 growth, X-gal OD620, 72 h; inhibition, % at 10 µM; in the data active = inhibition mostly above about 24%, no sharp cut-off; inactive = mostly below about 32%; note: some compounds called inactive have numbers as strong as hits
GalR3 antag: blocks the human galanin receptor 3 | AID 651719 | O60755 | HEK293 GalR3-CNG cAMP membrane potential fluorescence; galR3 body fused to GalR1 C-terminus | 360,000 compounds, 0.44% hits | inhibition, % at 3 µM;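 active = inhibition above the screen-wide average plus 3 SD, cut at about 13% in these data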;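 note: forskolin and galanin both at EC90 stimulate the cells; cAMP rise reported by CNG channel membrane potential dye signal; 0% = forskolin plus galanin with DMSO and 100% = forskolin alone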
Target sequence (O60755 1-299 limits assumed): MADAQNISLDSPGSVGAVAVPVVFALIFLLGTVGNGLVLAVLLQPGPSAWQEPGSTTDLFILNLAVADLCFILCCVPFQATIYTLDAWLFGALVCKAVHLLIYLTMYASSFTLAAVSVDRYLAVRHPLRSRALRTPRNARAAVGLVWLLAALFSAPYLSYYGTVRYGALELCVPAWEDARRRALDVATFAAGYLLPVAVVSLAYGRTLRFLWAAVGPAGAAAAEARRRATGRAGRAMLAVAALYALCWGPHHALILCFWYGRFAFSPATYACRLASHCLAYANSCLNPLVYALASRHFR
OXTR ag: activates the human oxytocin receptor; 320,000 compounds, 0.32% hits; AID 2435; CHO-OTR cells, Fluo-8 calcium fluorescence; normalized: DMSO 0%, oxytocin 100%; activation, % at 3 µM;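 active = activation above the mean of all tested compounds plus 3 SD, cutoff set per screening run, cut at about 20% in these data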;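 note: peak over basal fluorescence ratio from a 100 s FLIPR kinetic read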
MEKK2wt PB1 HTS: raises or lowers MEK5 binding to wildtype human MEKK2 PB1 domain. Q9Y2U5. bead flow cytometry, Alexa488-MEK5 binding to MEKK2 WT; actives lie on both sides. binding response (% of control), % at 10 µM. 290,000 compounds, 1.1% hits; in the data active = binding response below about 67% or above about 130%
MEKK2mut PB1 HTS: signal of MEK5 binding to mutant human MEKK2 PB1 domain; AID 1530; 290,000 compounds, 0.35% hits; bead flow cytometry, Alexa488-MEK5 binding to MEKK2 mutant; percent response, % at 10 µM; in the data active = percent response above about 24%, passing the limit was not always enough; note: inactives centre near 1; some results filed as inactive read as strong as hits
* = called active by the depositor; . = no result given; & = joins results of further samples.

SMILES	OXTR potentiate	M18AAP inhibitor	V1R ag counter	GPR7 antagonist	NALP1 inh	GalR3 antag	OXTR ag	MEKK2wt PB1 HTS	MEKK2mut PB1 HTS
CC(=O)N1CCc2cc(Br)cc(S(=O)(=O)N3CCC(C(=O)O)CC3)c21	0	2	-0.2	2	39	-8	0.4	98	3
Cc1c(N=C2NN=C(c3ccc(Cl)cc3)CS2)c(=O)n(-c2ccccc2)n1C	2	5	0.2	-13	8	-1	-0.6	88	-7
Cc1cc(/C=C(\C#N)C(=O)Nc2ccc(Cl)cc2)c(C)n1-c1ccc(N2CCOCC2)c([N+](=O)[O-])c1	-2	2	2.2	-5	24	-1	1.2	99	-2
CN(CCOc1ccccc1)CC(=O)Nc1cccc(C#N)c1	-4	-6	1.7	11	14	-6	2.2	98	0
CCOCCCNC(=O)c1cn(CC(C)C)c(=O)c2c1c1ccccc1n2C	-10	0	1.3	-27	16	-10	-2.1	106	2
CSCc1ccc(C(=O)NCc2ccccc2)cc1	-5	-15	-1.6	0	17	-9	-1.9	97	-2
Nc1nc(CN2CCN(Cc3ccccc3)CC2)nc(N2CCCc3ccccc32)n1	-5	14	0.7	15	0	-2	1.2	106	1
COc1ccc(OC)c(CCNC(=O)Cn2ccc3cc(S(=O)(=O)N4CCCC4)ccc32)c1	-9	0	1.0	-14	20	0	-0.7	100	-5
COc1ccc(CNC(=O)C(=O)NCCC2CCCCN2S(=O)(=O)c2ccccc2)cc1 (stereo unspecified)	-8	.	0.7	.	.	-7	-1.2	.	.
CCN(CCS(=O)(=O)c1ccc(Cl)cc1)C(=O)Nc1ccccc1	-4	-8	-0.2	1	0	-2	-0.9	91	-18
CN(C)C(=O)c1c(NC(=O)c2ccco2)sc2c1CCCCC2	-3	0	0.0	-1	-4	-5	-0.2	106	3
COc1ccc(-c2cc(C(=O)NCCCN3CCOCC3)on2)cc1OC	-10	-20	-0.1	-2	-11	-7	-0.7	101	-1
O=C(COC(=O)CNC(=O)C1CCCCC1)Nc1cccc(F)c1	-2	.	-0.8	.	.	-7	-0.9	.	.
O=[N+]([O-])c1cccc(C2=NCCC(c3ccccc3)O2)c1 (stereo unspecified)	-15	-1	1.3	0	27	22*	0.0	110	3
CC(=O)NCCC(=O)Nc1ncc(S(=O)(=O)c2ccc([N+](=O)[O-])cc2)s1	5	.	6.6	.	.	-6	7.6	.	.

The final 5 compounds of the part before open the next one.
SMILES	OXTR potentiate	M18AAP inhibitor	V1R ag counter	GPR7 antagonist	NALP1 inh	GalR3 antag	OXTR ag	MEKK2wt PB1 HTS	MEKK2mut PB1 HTS
CN(C)C(=O)c1c(NC(=O)c2ccco2)sc2c1CCCCC2	-3	0	0.0	-1	-4	-5	-0.2	106	3
COc1ccc(-c2cc(C(=O)NCCCN3CCOCC3)on2)cc1OC	-10	-20	-0.1	-2	-11	-7	-0.7	101	-1
O=C(COC(=O)CNC(=O)C1CCCCC1)Nc1cccc(F)c1	-2	.	-0.8	.	.	-7	-0.9	.	.
O=[N+]([O-])c1cccc(C2=NCCC(c3ccccc3)O2)c1 (stereo unspecified)	-15	-1	1.3	0	27	22*	0.0	110	3
CC(=O)NCCC(=O)Nc1ncc(S(=O)(=O)c2ccc([N+](=O)[O-])cc2)s1	5	.	6.6	.	.	-6	7.6	.	.
Cn1c(SCC(=O)c2ccccc2)nnc1-c1ccc(O)cc1	-2	0	0.1	2	-10	-4	1.5	104	0
COc1cccc(OCC(O)CN2CCN(c3ccccc3)CC2)c1 (stereo unspecified)	-3&-4	-2&-2	0.7&1.3	-6&0	10&-9	-12&-7	0.1&0.3	107&99	8&6
Cc1nc(C2CC(=O)OC23CCCCC3)cs1 (stereo unspecified)	-10	-3	0.6	0	22	-3	0.2	94	0
CCCCN(Cc1cccs1)S(=O)(=O)c1ccc(-c2ccc(=O)[nH]n2)s1	-17	1	-1.2	-4	18	22*	-1.5	102	-3
O=C(c1ccc2ccccc2c1)N1CCc2ccccc21	-5	4	-1.2	6	22	-7	-2.1	103	0
Clc1cccc(CSc2nnc(-c3ccccn3)n2Cc2ccco2)c1	-28	-75	-1.4	21*	5	-6	-2.4	104	1
N#CCCCCN1c2cccc3cccc(c23)S1(=O)=O	-7	0	-1.2	-7	3	2	-2.0	102	1
CCOC(=O)c1c(S(=O)(=O)N2CCCC2)c(C)n(C)c1C	-10	2	0.6	-6	8	-8	-1.1	102	4
O=C(OCN1C(=O)c2ccccc2C1=O)c1ccco1	-14	-8	0.0	12	10	-1	-0.1	110	11
Cc1ccccc1C(=O)Nc1ccc(S(=O)(=O)N2CCN(C)CC2)cc1	-3	4	1.9	-11	15	-2	2.1	107	1
COc1ccc(CN(C)C(=O)c2cc(-c3ccccc3)nc3ccc(C)cc23)c(OC)c1OC	-9	-12	-0.7	4	13	-2	-0.9	98	-1
O=C(CSC1CC(=O)N(CCc2ccccc2)C1=O)Nc1cccc(Cl)c1 (stereo unspecified)	-17	-2	7.5	0	33	-8	4.9	141	7
Cc1cc(C)c(S(=O)(=O)N2CCCOC2CNC(=O)C(=O)NCc2ccccn2)c(C)c1 (stereo unspecified)	-4	3	0.2	-7	-2	-1	-0.3	.	.
Nc1nc(-c2ccccc2)c(-c2ccccc2)s1	-4	7	-0.3	5	2	-12	-0.4	105	0
Cc1nnc(SCC(=O)NC2CCCCC2)n1C1CCCCC1	-5	4	0.2	-6	20	-11	-0.3	109	5

Whole records, quoted from the list. Values in the order: OXTR potentiate | M18AAP inhibitor | V1R ag counter | GPR7 antagonist | NALP1 inh | GalR3 antag | OXTR ag | MEKK2wt PB1 HTS | MEKK2mut PB1 HTS
Results for O=C(CSC1CC(=O)N(CCc2ccccc2)C1=O)Nc1cccc(Cl)c1 (stereo unspecified) → -17 | -2 | 7.5 | 0 | 33 | -8 | 4.9 | 141 | 7
Results for Nc1nc(-c2ccccc2)c(-c2ccccc2)s1 → -4 | 7 | -0.3 | 5 | 2 | -12 | -0.4 | 105 | 0

Next structures
SMILES	OXTR potentiate	M18AAP inhibitor	V1R ag counter	GPR7 antagonist	NALP1 inh	GalR3 antag	OXTR ag	MEKK2wt PB1 HTS	MEKK2mut PB1 HTS
Cc1nnc(SC(C)C(=O)NC2CCCc3ccccc32)n1-c1ccccc1 (stereo unspecified)	-11	4	-0.3	-8	24	-3	-1.1	85	-13
O=C(O)CCS(=O)(=O)c1cc(Br)cc2c1N(C(=O)C1CC1)CC2	-3	3	-0.1	-3	16	3	-0.2	90	-5
O=C(NC1CCCCCC1)c1cccc(COCC(F)(F)F)c1	-9	-3	0.0	-4	10	-1	0.9	88	-1
COc1ccc(NC(=O)CSc2nc3[nH]c(=O)cc(O)c3s2)cc1OC	0	.	0.2	.	.	-8	0.6	.	.
CCCC(=O)NCc1nc2ccccc2n1C	2	3	0.1	-14	5	-9	0.3	108	6
COCCNC(=O)c1cc2cc(Br)cc(Br)c2oc1=O	-3	-8	-0.4	-1	16	-3	1.0	87	-14
CCOC(=O)c1c(C)[nH]c(C)c1C(=O)COC(=O)/C=C/c1ccc(OC(F)F)cc1	-10	5	3.1	-9	18	-2	2.9	96	9
O=C(NC1CCCC1)C(=O)N(Cc1cccnc1)C(C(=O)NCc1ccco1)c1ccccc1F (stereo unspecified)	-5	5	0.7	-5	2	-5	-0.2	85	-6
c1cnc(-c2nnc3n2CCCCC3)cn1	-3	-7	3.1	1	8	-1	1.3	106	6
COc1ccc(/C=C/C(=O)N[C@@H](C)C(=O)O)cc1	-7	6	0.1	9	34	-10	2.0	101	-2
COc1cc(/C=N/NC(=O)c2cccc(C)c2)ccc1OCC(=O)Nc1ccccc1	0	.	-0.3	.	.	-2	-1.4	.	.
O=C(Cn1nc(C(F)(F)F)c2c1CCC2)Nc1ccccc1C(F)(F)F	-12	-2	0.4	-7	18	-4	-1.5	109	4
CC12CCC(C(=O)NCCc3ccccc3)(OC1=O)C2(C)C (stereo unspecified)	-5	-12	-0.1	-4	-11	0	-0.4	86	-13
Cc1cc(N2CCCC2)nc2c(C)cccc12	-9	-5	-0.1	-8	6	2	-0.7	109	9
Cc1nn(C)cc1C1C(C#N)=C(N)N(c2cccnc2)C2=C1C(=O)CCC2 (stereo unspecified)	-2	2	1.4	-8	8	0	1.4	97	0
CN1C(=O)/C(=C/c2ccc(OCc3ccc(F)cc3)cc2)NC1=S	-22	-6	7.2	15	1	-10	8.9	96	-2
C=CCn1c(C)csc1=Nc1ccc(C(C)=O)cc1	1	10	0.3	-11	8	-3	-1.2	99	1
COc1ccc(Cl)cc1NC(=O)C(=O)N/N=C/c1cc(C)n(-c2ccc(C)cc2)c1C	-3	9	0.2	7	-3	-4	-0.7	83	-13
Cc1ccc2[nH]c(C(=O)N/N=C/c3ccccc3C(=O)O)c(-c3ccccc3)c2c1	-7	10	1.4	0	23	-12	-0.4	99	-3
CN1CCN(c2ccc(CNC(=O)c3ccc4c(c3)OCCO4)cc2)CC1	-1	-14	0.8	-9	31	-5	0.3	104	3
C=CCc1cc(C)cc(C)c1OCCn1cncn1	1	7	0.9	0	5	-5	0.0	109	4
N#Cc1cc2c(nc1SCc1cccnc1)CCCCC2	-10	7	-1.2	-22	4	-6	-2.0	107	9
CC1N=C2c3ccccc3N=C(SCc3cc(=O)n4cc(Cl)ccc4n3)N2C1=O (stereo unspecified)	-8	5	1.1	-11	5	0	0.8	92	-7
O=C(NCC1CCCO1)C1CCCN(S(=O)(=O)c2cccc3nsnc23)C1 (stereo unspecified)	0	-1	0.3	-8	5	-5	-1.0	104	4

Part of the list above, showing only NALP1 inh and MEKK2mut PB1 HTS.
Structure | NALP1 inh | MEKK2mut PB1 HTS
CN1CCN(c2ccc(CNC(=O)c3ccc4c(c3)OCCO4)cc2)CC1 | 31 | 3
C=CCc1cc(C)cc(C)c1OCCn1cncn1 | 5 | 4
N#Cc1cc2c(nc1SCc1cccnc1)CCCCC2 | 4 | 9
